TcdB GH inh: blocks C. difficile toxin B glycohydrolase activity; P18177; TcdB glycohydrolase enzymatic assay, plate reader; inhibition, % at 9.99 µM; 0.24% of 350,000 active; in the data active = inhibition above about 10%
Yp Topo-I inh: inhibitors of Yersinia pestis topoisomerase I; 0.064% of 360,000 active; activity, % at 10 µM; Y. pestis Topo-I cleavage product accumulation, plate reader; in the data active = activity above about 50%, passing the limit was not always enough; inconclusive = no clear call, values can overlap the other calls; note: inactives centre near 2
Mtb UGM inh: inhibitors of M. tuberculosis UDP-galactopyranose mutase | purified UGM, fluorescence polarization probe displacement | AID 504406 | inhibition, % at 10 µM | P9WIQ1 | 0.06% of 320,000 active; in the data active = inhibition above about 10%, passing the limit was not always enough; inconclusive = no clear call, values can overlap the other calls
Target sequence (P9WIQ1 whole entry, looked up): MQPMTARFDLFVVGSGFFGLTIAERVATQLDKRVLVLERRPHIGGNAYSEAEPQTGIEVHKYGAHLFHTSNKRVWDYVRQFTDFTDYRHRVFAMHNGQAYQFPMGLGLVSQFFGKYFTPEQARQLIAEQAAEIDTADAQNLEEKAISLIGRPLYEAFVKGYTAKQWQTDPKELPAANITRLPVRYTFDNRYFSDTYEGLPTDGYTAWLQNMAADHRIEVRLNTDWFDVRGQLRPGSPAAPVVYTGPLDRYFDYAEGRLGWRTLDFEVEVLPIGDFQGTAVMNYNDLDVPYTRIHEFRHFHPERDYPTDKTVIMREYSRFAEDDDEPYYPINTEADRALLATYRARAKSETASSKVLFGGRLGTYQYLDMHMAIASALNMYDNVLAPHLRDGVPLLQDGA
GDH-TPI inh: counter-screen for M. tuberculosis FBA inhibitors: GDH-TPI coupled enzymes. GDH-TPI coupled enzyme counterscreen, NADH absorbance. inhibition, % at 4.8 µM. 1.2% of 360,000 active; in the data active = inhibition above about 30%;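 note: 0% = DMSO wells and 100% = wells lacking the enzyme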
Mtb FBA inh: inhibitors of M. tuberculosis fructose-bisphosphate aldolase. P9WQA3. purified M. tuberculosis FBA, fluorescence read-out. inhibition, % at 1 µM. 2.3% of 360,000 active; in the data active = inhibition above about 27%;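 note: 0% = vehicle and 100% = reference inhibitor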
Target sequence (P9WQA3 whole entry, looked up): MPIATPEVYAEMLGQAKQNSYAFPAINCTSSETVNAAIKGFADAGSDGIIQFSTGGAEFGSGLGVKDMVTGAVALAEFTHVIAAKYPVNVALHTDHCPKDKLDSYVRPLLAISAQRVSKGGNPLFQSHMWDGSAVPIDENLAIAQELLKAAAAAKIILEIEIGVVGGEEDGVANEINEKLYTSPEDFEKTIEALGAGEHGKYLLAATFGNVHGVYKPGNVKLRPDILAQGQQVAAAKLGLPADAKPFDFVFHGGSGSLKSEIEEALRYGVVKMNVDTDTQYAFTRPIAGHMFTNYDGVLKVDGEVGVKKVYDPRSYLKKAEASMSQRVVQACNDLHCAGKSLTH
PfHsp40 rescue: restores yeast growth despite PfHsp40 toxicity; S. cerevisiae expressing PfHsp40, growth rescue, ATP luminescence; 0.68% of 340,000 active; growth rescue, % at 12.5 µM; in the data active = growth rescue above about 28%, passing the limit was not always enough; inconclusive = no clear call, values can overlap the other calls;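 note: yeast W303a lacking pdr1 and pdr3 grown in galactose medium; growth measured after three days at 30 °C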
Vc quorum ag: induces V. cholerae light production without autoinducers | V. cholerae BH1578 lux reporter, luminescence, 6 h | activation, % at 18.7 µM | 0.16% of 350,000 active | AID 588436; in the data active = activation mostly above about 9.7%, no sharp cut-off; inconclusive = no clear call, values can overlap the other calls; inactive = mostly below about 3.7%; note: not every result past the cut was called active; inactives centre near 0; reference of the scale not given here
FadD28 FP inh: blocks FadD28 binding to the bisubstrate probe | fluorescence polarization | inhibition, % at 12.5 µM | 0.22% of 360,000 active | AID 588549; in the data active = inhibition above about 8.5%, passing the limit was not always enough; inconclusive = no clear call, values can overlap the other calls
BioA inh: BioA (M. tuberculosis) enzyme inhibition; inhibition, % at 9.99 µM; purified M. tuberculosis BioA enzyme, plate reader; 0.096% of 360,000 active; AID 602481; in the data active = inhibition above about 40%; inconclusive = no clear call, values can overlap the other calls
* hit, by the source's call; i = inactive; ? = inconclusive; / = not tested or not shown.

SMILES	TcdB GH inh	Yp Topo-I inh	Mtb UGM inh	GDH-TPI inh	Mtb FBA inh	PfHsp40 rescue	Vc quorum ag	FadD28 FP inh	BioA inh
Cc1nnc(SC(C)C(=O)NC2CCCc3ccccc32)n1-c1ccccc1 (stereo unspecified)	0.6	0.7	-0.7	-2.3	1.3	-0.3	-0.4	-1.7	/
O=C(O)CCS(=O)(=O)c1cc(Br)cc2c1N(C(=O)C1CC1)CC2	0.5	4.0	1.9	-2.5	-1.3	-0.8	-0.7	0.8	/
Nc1nc(-c2ccccc2)c(-c2ccccc2)s1	/	1.6	2.7	0.9	1.5	-1.1	-0.5	0.8	1.0
Cc1nnc(SCC(=O)NC2CCCCC2)n1C1CCCCC1	/	-3.4	-3.8	-4.1	0.3	-1.4	-0.2	-3.6	-0.3
Cc1cc(C)c(S(=O)(=O)N2CCCOC2CNC(=O)C(=O)NCc2ccccn2)c(C)c1 (stereo unspecified)	0.5	-6.3	2.5	0.4	-1.8	-0.8	-0.2	-2.2	/
O=C(CSC1CC(=O)N(CCc2ccccc2)C1=O)Nc1cccc(Cl)c1 (stereo unspecified)	/	15.0	-1.2	5.6	-2.2	4.8	-1.0	-6.8	-0.4
COc1ccc(CN(C)C(=O)c2cc(-c3ccccc3)nc3ccc(C)cc23)c(OC)c1OC	-1.1	15.4	3.4	2.2	2.4	2.4	-1.6	-5.5	0.8
Cc1ccccc1C(=O)Nc1ccc(S(=O)(=O)N2CCN(C)CC2)cc1	/	-6.2	3.7	-5.4	2.2	0.4	-5.6	-0.9	-0.2
c1cnc(-c2nnc3n2CCCCC3)cn1	/	0.1	1.2	9.2	-0.1	-0.2	-0.4	0.7	-3.6
O=C(NC1CCCC1)C(=O)N(Cc1cccnc1)C(C(=O)NCc1ccco1)c1ccccc1F (stereo unspecified)	0.8	5.8	0.8	-6.3	0.7	-0.4	1.6	-3.1	/
CCOC(=O)C1(C)CCN1C(=O)c1cccc2ccccc12 (stereo unspecified)	0.7	4.1	/	-3.6	-1.4	/	-0.2	-3.6	-0.5
CCOC(=O)c1c(C)[nH]c(C)c1C(=O)COC(=O)/C=C/c1ccc(OC(F)F)cc1	0.4	-4.7	-2.0	2.3	0.5	15.2	-0.3	-3.9	-1.1
COCCNC(=O)c1cc2cc(Br)cc(Br)c2oc1=O	0.8	2.0	-0.3	-5.8	-1.4	1.2	-0.3	-2.7	1.5
COC[C@@H]1NS(=O)(=O)c2ccc(Br)cc2O[C@H]1c1ccccc1	1.0	7.6	/	-6.2	-2.6	0.4	-0.2	-3.7	0.2
CCCC(=O)NCc1nc2ccccc2n1C	/	-6.7	0.8	7.5	-1.9	-0.6	i	-0.7	-0.8
COc1ccc(NC(=O)CSc2nc3[nH]c(=O)cc(O)c3s2)cc1OC	0.8	0.3	0.9	8.4	-0.8	1.0	0.4	-4.7	-2.2
O=C(NC1CCCCCC1)c1cccc(COCC(F)(F)F)c1	/	4.6	-0.5	0.9	2.1	0.2	-0.8	-0.9	-1.0
CN1C(=O)/C(=C/c2ccc(OCc3ccc(F)cc3)cc2)NC1=S	1.2	-3.3	0.1	6.0	-0.5	-1.4	i	-3.0	-0.5
C=CCn1c(C)csc1=Nc1ccc(C(C)=O)cc1	2.0	0.5	0.2	1.2	-0.4	0.4	-1.1	?	/
Cc1nn(C)cc1C1C(C#N)=C(N)N(c2cccnc2)C2=C1C(=O)CCC2 (stereo unspecified)	9.6	2.2	1.0	11.5	-1.0	-0.8	-0.2	0.9	/
Cc1cc(N2CCCC2)nc2c(C)cccc12	1.8	3.0	-1.8	6.5	0.9	0.0	-0.2	-2.9	/
CC12CCC(C(=O)NCCc3ccccc3)(OC1=O)C2(C)C (stereo unspecified)	1.4	3.5	-0.3	1.6	0.8	0.2	-2.3	-3.4	/
O=C(Cn1nc(C(F)(F)F)c2c1CCC2)Nc1ccccc1C(F)(F)F	/	3.7	5.1	4.3	3.2	9.7	-0.3	-1.0	-0.1
COc1cc(/C=N/NC(=O)c2cccc(C)c2)ccc1OCC(=O)Nc1ccccc1	0.3	3.3	3.7	13.0	0.9	/	-0.4	-2.0	-0.6
COc1ccc(/C=C/C(=O)N[C@@H](C)C(=O)O)cc1	/	-12.7	-1.2	15.0	0.2	-0.5	1.4	-1.7	/
C=CCc1cc(C)cc(C)c1OCCn1cncn1	/	-7.2	2.5	2.5	-0.6	0.8	-0.3	1.1	0.3
COc1cc2nn(-c3ccccc3N)nc2cc1OC	-0.6	-2.7	/	25.3	0.1	/	-2.9	0.2	/
CN1CCN(c2ccc(CNC(=O)c3ccc4c(c3)OCCO4)cc2)CC1	2.0	-8.2	2.1	6.1	-4.6	8.6	-0.8	-3.5	/
Cc1ccc2[nH]c(C(=O)N/N=C/c3ccccc3C(=O)O)c(-c3ccccc3)c2c1	0.8	-4.4	3.1	20.6	6.7	-1.0	-0.5	-6.0	0.4
O=C(NN=Cc1ccccc1O)C(O)(c1ccccc1)c1ccccc1	0.6	-0.9	/	11.2	4.5	-1.1	i	-3.1	/
COc1ccc(Cl)cc1NC(=O)C(=O)N/N=C/c1cc(C)n(-c2ccc(C)cc2)c1C	0.1	3.2	3.2	19.6	4.8	-0.1	-0.5	-8.5	-1.0
CC1CCCN1CCC(C(N)=O)(c1ccccc1)c1ccccc1 (stereo unspecified)	0.2	5.1	/	3.4	2.8	-0.7	i	1.7	-2.2
S=C(NN=Cc1ccccn1)Nc1ccccn1	-0.4	1.7	/	29.2	-2.4	/	-3.3	-2.3	0.3
CC1N=C2c3ccccc3N=C(SCc3cc(=O)n4cc(Cl)ccc4n3)N2C1=O (stereo unspecified)	/	-0.5	1.6	16.4	4.2	-0.3	i	-1.6	8.8
N#Cc1cc2c(nc1SCc1cccnc1)CCCCC2	/	-0.6	-2.0	4.5	3.8	1.5	i	-12.8	1.0
CCC/C=C/c1ccc(CN2C(C(C)C)C(=O)N(Cc3cn(CCOCOC)nn3)CCS2(=O)=O)cc1 (stereo unspecified)	-2.1	22.0	/	10.4	5.7	/	-0.6	-1.8	-2.0

Record cards (already shown). Values in the order: TcdB GH inh | Yp Topo-I inh | Mtb UGM inh | GDH-TPI inh | Mtb FBA inh | PfHsp40 rescue | Vc quorum ag | FadD28 FP inh | BioA inh
O=C(NN=Cc1ccccc1O)C(O)(c1ccccc1)c1ccccc1 is listed with 0.6 | -0.9 | / | 11.2 | 4.5 | -1.1 | i | -3.1 | /
CCC/C=C/c1ccc(CN2C(C(C)C)C(=O)N(Cc3cn(CCOCOC)nn3)CCS2(=O)=O)cc1 (stereo unspecified) is listed with -2.1 | 22.0 | / | 10.4 | 5.7 | / | -0.6 | -1.8 | -2.0
N#Cc1cc2c(nc1SCc1cccnc1)CCCCC2 is listed with / | -0.6 | -2.0 | 4.5 | 3.8 | 1.5 | i | -12.8 | 1.0
COc1ccc(/C=C/C(=O)N[C@@H](C)C(=O)O)cc1 is listed with / | -12.7 | -1.2 | 15.0 | 0.2 | -0.5 | 1.4 | -1.7 | /
CN1CCN(c2ccc(CNC(=O)c3ccc4c(c3)OCCO4)cc2)CC1 is listed with 2.0 | -8.2 | 2.1 | 6.1 | -4.6 | 8.6 | -0.8 | -3.5 | /

Later entries
SMILES	TcdB GH inh	Yp Topo-I inh	Mtb UGM inh	GDH-TPI inh	Mtb FBA inh	PfHsp40 rescue	Vc quorum ag	FadD28 FP inh	BioA inh
COc1cccc(-c2ccc3c(N)c(C(=O)NC4CC4)sc3n2)c1	0.0	-10.3	2.1	19.0	2.2	4.1	-1.2	-1.0	/
C=CCN(CC=C)CCOc1cccc(Oc2ccccc2)c1	1.8	31.5	-2.5	9.7	0.2	2.7	-0.3	-2.3	/
CC/C(=N\NC(=O)CNC(=O)/C=C/c1ccco1)c1ccccc1	/	-2.5	-3.0	4.1	1.3	-0.2	16.7*	0.5	5.9
O=C1NC(=O)C(=C2CCOC2=O)N1	0.4	4.6	/	12.0	-3.5	/	-0.3	-0.1	1.3
COc1ccc(C(=O)n2cnc3ccccc32)cc1	0.7	-6.6	2.3	8.5	0.5	-0.3	i	0.9	-2.9
OC[C@@H]1CN(Cc2cccs2)C[C@H](n2cnc3c(NC4CCC4)ncnc32)O1	0.7	11.5	/	5.8	1.7	/	-0.2	0.7	-1.2
COc1cc(C(=S)N2CCCC2)ccc1OCc1ccc(C)cc1	2.4	43.6	2.1	3.2	0.3	1.9	i	1.1	-2.5
COc1cccc(-c2nc(CS(=O)(=O)CC(=O)NCCCN3CCN(C)CC3)c(C)o2)c1	1.3	-3.1	2.1	2.6	-1.2	-2.0	-0.3	-4.3	-0.8
O=C(NCC1CCCO1)C1CCCN(S(=O)(=O)c2cccc3nsnc23)C1 (stereo unspecified)	/	4.2	-4.1	5.2	1.6	-1.1	i	-1.7	-0.7
Cc1cc(=O)c(C(=O)OC(C)C(=O)NC(N)=O)nn1-c1ccc(Cl)cc1 (stereo unspecified)	-7.8	-2.4	0.2	-1.1	-0.8	-0.5	i	-2.6	0.9
CC(C)(C)C(=O)Nc1nc2ccc(S(C)(=O)=O)cc2s1	/	-6.3	-3.5	5.5	6.8	-1.1	-2.3	0.0	/
CN(C(=O)c1ccc(NC(=O)C2CCN(C(=O)OC(C)(C)C)CC2)cc1)C1CCC1	-0.4	28.8	-1.2	-6.0	-2.4	0.1	-0.1	-3.2	-0.1
c1ccc(C2CC(c3cccs3)n3nnnc3N2)cc1 (stereo unspecified)	/	-1.5	1.8	8.6	-2.2	-1.6	-0.4	-1.9	38.9
CCCOc1ccc(C2C(C(=O)c3ccco3)=C(O)C(=O)N2CCCn2ccnc2)cc1 (stereo unspecified)	/	6.5	-2.0	8.8	-3.6	-0.6	i	-1.9	0.0
O=C(C(=O)N1CCN(c2ccc([N+](=O)[O-])cc2)CC1)c1cn(CC(=O)N2CCOCC2)c2ccccc12	-0.1	33.7	-1.3	11.4	-2.7	-0.7	-0.6	-3.6	-1.1
CCOC(=O)Cc1csc(CC(N)=O)n1	-0.4	-5.3	-1.7	6.4	2.0	1.0	-0.5	-1.3	/
O=C(CSc1n[nH]c(=O)n1C1CC1)Nc1ccc(F)c(Cl)c1	2.5	3.6	0.9	5.3	-1.7	-1.0	i	0.4	4.0
CCN(C(=O)COC(=O)c1nccnc1N)c1cccc2ccccc12	1.5	9.6	-2.4	7.3	62.9*	-0.2	-0.8	-1.6	0.3
Cc1sc(NC(=O)c2sc3nc4c(C)cccc4cc3c2N)c(C#N)c1C	/	-1.3	3.3	16.8	-0.8	-0.1	-0.5	-2.2	-1.0
CC(C)c1ccc(/C=N/NC(=O)c2ccccn2)cc1	-0.7	-8.6	-1.2	13.0	1.3	-0.4	i	-2.2	0.7
Cn1c(=O)c2c(SCc3cccnc3)nc(C3CC3)nc2n(C)c1=O	0.7	5.4	2.4	8.1	1.2	0.3	-0.2	0.2	3.6
COc1ccc(-c2noc(C3CCCN(C(=O)CCc4ccccc4)C3)n2)cc1 (stereo unspecified)	/	7.6	1.2	3.0	5.0	-0.4	-1.0	-1.1	0.5
Cc1cc(C(=O)NNC(=S)NC(C)c2ccccc2)cs1 (stereo unspecified)	/	-3.3	1.5	-0.4	2.6	2.1	-0.4	-1.0	/
O=C(NCc1cccs1)c1ccc2sc([C@@H]3O[C@H](CO)[C@H](O)[C@H](O)[C@H]3O)nc2c1	-0.6	-5.0	/	5.8	-1.8	/	i	-1.3	-0.7
Cn1c(SCc2nc(-c3ccc(Cl)cc3)no2)nnc1-c1cccs1	0.7	-3.2	5.2	2.9	0.5	0.5	-1.2	-1.6	-2.6
O=C(CN1C(=O)C2C3CCC(C3)C2C1=O)NCc1ccco1 (stereo unspecified)	1.4	-3.8	2.5	1.2	2.7	-0.8	i	-2.8	/
Cc1ccc(F)cc1C(=O)N1CCOCC1c1cc(C(=O)Nc2ccccc2)no1 (stereo unspecified)	2.1	4.4	/	5.6	2.9	/	-4.5	-0.8	-0.7
O=C(Nc1cccc(C(=O)N2CCOCC2)c1)c1ccccc1	/	-2.8	3.9	-1.3	-7.7	0.5	i	-3.2	0.5
